ATXN viability – reduces viability in counter-screen for ATXN expression inhibitors; Potency, µM (doses to about 56.7 µM), hits mostly cytotoxic; 0.49% of 400,000 active; AID 651635; S2 cells (HEK-293 line with an ATXN2-luciferase reporter) viability, CellTiter-Fluor protease fluorescence, 24 h; note: potency is the fitted concentration of half-maximal effect; nearly all actives have a fitted effect of over 40% in size
Nrf2 activator – activators of Nrf2 (ARE) signaling | AREc32 ARE-luciferase reporter (MCF7-derived line), luminescence, 24 h | 0.31% of 410,000 active | Potency, µM (highest dose often 46.1 µM), inactives show at the highest dose activation, actives largely listed as activators | AID 624171; note: potency is the fitted concentration of half-maximal effect; % of control where 0% means no effect; nearly all actives have a fitted effect of over 65% in size
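AREc32 cells carrying an ARE-driven firefly luciferase reporter were seeded at 1000 cells/well in OPTI-MEM with 5% FBS, then exposed to compound for 24 hr at 37 deg C. Luminescence was read with Steady-Glo after 30 min at RT.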
IL-2 act – activators of IL-2 | IL-2 activation reporter assay, cell-based qHTS; stimulated with anti-CD3/CD4/CD28 beads; in transgenic mouse T cells | activation, % (series mostly up to about 46 µM) | 0.065% of 360,000 active; in the data active = activation above about 50%; inconclusive = mostly about 30% to 49%; note: 0% is about no effect
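Using fluorescent plate cytometry, EGFP and DsRed are detected in transgenic mouse T cells stimulated 18 h at 37 degrees C with antibody-coated beads after 60 min compound pretreatment.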
EPAC2 ag – activates human EPAC2 exchange factor | EPAC2 activation, biochemical qHTS; response scale: 100% = 6.5 mM cAMP response | Q8WZA2 | Potency, µM (titrated, usually from 154 µM), without a hit: at the top dose activation, hits mostly activators | 0.079% of 360,000 active; note: potency is the fitted concentration of half-maximal effect; nearly all actives have a fitted effect of over 50% in size
Target sequence (Q8WZA2 whole entry, looked up): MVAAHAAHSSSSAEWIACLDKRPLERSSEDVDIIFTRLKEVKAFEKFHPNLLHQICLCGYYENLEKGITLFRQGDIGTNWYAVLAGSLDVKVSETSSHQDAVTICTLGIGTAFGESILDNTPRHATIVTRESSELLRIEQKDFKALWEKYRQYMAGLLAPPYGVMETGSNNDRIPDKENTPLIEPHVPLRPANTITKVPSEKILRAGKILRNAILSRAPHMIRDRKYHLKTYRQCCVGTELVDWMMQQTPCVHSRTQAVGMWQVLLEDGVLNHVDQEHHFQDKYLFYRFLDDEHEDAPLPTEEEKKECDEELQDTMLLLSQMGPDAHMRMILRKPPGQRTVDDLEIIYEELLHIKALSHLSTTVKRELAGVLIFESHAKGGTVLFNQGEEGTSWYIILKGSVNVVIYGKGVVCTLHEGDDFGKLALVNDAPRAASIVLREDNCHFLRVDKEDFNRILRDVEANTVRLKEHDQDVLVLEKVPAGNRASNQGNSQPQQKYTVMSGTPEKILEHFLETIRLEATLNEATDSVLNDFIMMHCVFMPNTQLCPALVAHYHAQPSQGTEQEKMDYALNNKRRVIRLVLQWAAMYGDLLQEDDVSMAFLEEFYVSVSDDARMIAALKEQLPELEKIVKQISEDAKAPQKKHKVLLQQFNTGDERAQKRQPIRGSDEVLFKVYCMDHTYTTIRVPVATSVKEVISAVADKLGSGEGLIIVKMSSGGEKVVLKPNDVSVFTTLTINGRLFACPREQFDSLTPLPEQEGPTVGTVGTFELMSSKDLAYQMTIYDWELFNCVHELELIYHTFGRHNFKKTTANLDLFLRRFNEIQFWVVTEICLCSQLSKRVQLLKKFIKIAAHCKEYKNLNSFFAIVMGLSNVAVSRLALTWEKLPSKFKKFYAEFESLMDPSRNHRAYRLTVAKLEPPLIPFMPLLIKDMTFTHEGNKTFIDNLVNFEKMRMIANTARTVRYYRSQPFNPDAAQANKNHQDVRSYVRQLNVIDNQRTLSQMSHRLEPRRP
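Compounds were added across a concentration range to EPAC2 (100 nM), RAP1B-BODIPY-GDP (250 nM) and GDP (50 uM). After 5 min at room temperature, fluorescence was recorded at 5-min intervals for 30 min.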
ATXN2 expr inh – ATXN2 expression inhibition; HEK-293 ATXN2-luciferase reporter, luminescence, 24 h; Potency, µM (highest dose often 57 µM), without a hit: at the highest dose activity change, negative = inhibition, hits mostly inhibitors; 0.72% of 360,000 active; AID 1745845; note: potency is the fitted concentration of half-maximal effect; % is set by controls: 0 for no effect and ±100 for the full control effect; nearly all actives have a fitted effect of over 55% in size
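ATXN2-luciferase reporter cells (luciferase flanked by upstream and downstream ATXN2 gene portions) were treated 24 h at 37 °C with compounds at up to 57 uM. SteadyGlo luminescence gave expression; GF-AFC fluorescence gave viability.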
TGFb inhibitor – inhibitors of TGF-b signaling; 1.2% of 410,000 active; HepG2 CAGA-GFP TGF-b/SMAD3 reporter, GFP fluorescence, 18 h; TGF-beta stimulated, 500 pg/mL final; Potency, µM (highest dose often 46.1 µM), inactives show top-dose activity, negative = inhibition, hits mostly inhibitors; note: potency is the fitted concentration of half-maximal effect; % is set by controls: 0 for no effect and ±100 for the full control effect; nearly all actives have a fitted effect of over 65% in size
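Per well, imaged GFP fluorescence of HEPG2 CAGA-GFP cells gives the signal; cells get compound, then TGF-beta (500 pg/mL final), 18 h at 37 degrees C; %Activity versus -TGF-beta and +DMSO controls.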
A549 tox – counter-screen for Nrf2 inhibitors: cytotoxicity in A549 cells. AID 504648. 0.16% of 390,000 active. Potency, µM (doses to about 46 µM), without a hit: top-dose activity change, negative = cytotoxicity, usual class: inhibitors. A549 ARE-Fluc cells, CellTiter-Fluor viability, 18-24 h; note: potency is the fitted concentration of half-maximal effect; % is set by controls: 0 for no effect and ±100 for the full control effect
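A549 ARE_Fluc cells in 5% FBS OPTI-MEM were exposed to compounds in concentration-response for 18-24 h at 37 deg C. Viability was read by CellTiter-Fluor fluorescence (Ex 405/Em 525) after 30 min, before the luciferase read.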
HepG2 tox – kills HepG2 cells in TGF-b inhibitor counter-screen. Potency, µM (top dose mostly 46.1 µM), for inactives: top-dose activity change, negative = cytotoxicity, usual class: cytotoxic. HepG2 CAGA-GFP viability, ATP luminescence, 18 h. 0.76% of 410,000 active; note: potency is the fitted concentration of half-maximal effect; some results filed as inactive show a strong effect at the top dose
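HepG2 CAGA-GFP cells (1000/well, DMEM with 1% FBS) received compound, then TGF-beta at 500 pg/mL final, and were incubated 18 hours at 37 degrees C. Viability was read by CellTiter-Glo luminescence. Media-only wells were set as complete cell-killing and DMSO as no toxicity.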
Nrf2 inh – blocks Nrf2 signaling | A549 ARE-Fluc reporter, luciferase luminescence, 18-24 h | Potency, µM (highest dose often 46 µM), for inactives: top-dose activity change, negative = inhibition, hits mostly inhibitors | 2.1% of 360,000 active | AID 504444; note: potency is the fitted concentration of half-maximal effect; % is set by controls: 0 for no effect and ±100 for the full control effect; nearly all actives have a fitted effect of over 60% in size
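A549 ARE_Fluc cells (5000/well, 5% FBS OPTI-MEM) pre-incubated 2 h, then treated with compounds 18-24 h at 37C/5% CO2 in concentration-response. CellTiter-Fluor viability read first; BugLite luciferase luminescence after 15 min at room temperature gives Nrf2 activity.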
The depositor's hits bear a star; i = inactive; ? = inconclusive; / = no result given; [ ] = remark or other dose. Unless noted, calls come from the whole dose curve; as a rule, active = well fitted curve in the direction sought with a large enough effect; inconclusive = small, poorly fitted or top-dose-only effect, or another doubt; inactive = no such curve, though single readings can be large; an effect the other way counts as inactive or inconclusive. Compounds were not picked by outcome, and some 4.3% of all compounds hit somewhere here.

SMILES	ATXN viability	Nrf2 activator	IL-2 act	EPAC2 ag	ATXN2 expr inh	TGFb inhibitor	A549 tox	HepG2 tox	Nrf2 inh
Cc1ccc(NC(=O)CN2C(=O)NC(Cc3ccccc3)C2=O)c(Br)c1 (centres undefined)	i	2.6%	-1.1	7%	-11%	?	-1%	-80%	-1%
CCSc1ccccc1C(=O)NCc1ccc2c(c1)OCO2	i	0.0%	-0.4	11%	-4%	3%	0%	0%	-11%
O=C(NCCCc1ccccc1)c1ccc(-n2cncn2)c([N+](=O)[O-])c1	i	2.8%	1.2	0%	6%	2%	3%	0%	5%
COc1ccccc1NC(=O)c1nn(C)c(C(=O)Nc2ccccc2OC)c1[N+](=O)[O-]	i	0.1%	11	9%	10%	1%	6%	12%	-4%
CC(=O)NC(CC(=O)Nc1ccc2c(c1)OCCO2)c1ccccc1 (centres undefined)	i	-0.1%	0.2	4%	43%[activator]	-15%	-13%	9%	?
CCN(C(=O)COC(=O)c1c(C)nn(-c2ccccc2)c1Cl)c1c(N)n(Cc2ccccc2)c(=O)[nH]c1=O	?	2.1%	-0.3	-5%	5%	-12%	4%	-1%	-14%
Cc1ccc2nc(NC(=O)CN(C)S(=O)(=O)c3ccc(Br)s3)sc2c1	i	3.6%	-1.5	16%	8%	?	-16%	4%	/
COc1cccc(C(=O)NCCS(=O)(=O)NC2CCCC2)c1	i	-0.3%	0.3	-9%	-15%	-14%	3%	2%	2%
CCC(=O)N1CCCC1(C)C(=O)NCc1ccc(SC)cc1 (centres undefined)	i	0.0%	1.0	12%	2%	-5%	/	-5%	/
CC(C)c1cc(Br)ccc1OCCN1C(=O)NC(C)(C)C1=O	i	3.9%	-0.5	6%	-23%	-18%	6%	-22%	5%
Cc1ccc(NC(=O)c2sc(Cl)nc2-c2ccccc2)cc1C	i	5.1%	-0.2	7%	-5%	-21%	2%	2%	-1%
CC1(C)CC(=O)C=C(c2ccc(-c3ccccc3)cc2)C1=O	?	7.9%	-1.4	6%	-14%	11%	/	-25%	/
O=C(CN1c2cccc3cccc(c23)S1(=O)=O)N1CCN(c2ccccc2)CC1	i	0.4%	-4.9	4%	-12%	-28%	9%	-24%	-4%
CN(CCO)C(=O)c1nc[nH]c1C(=O)N(C)Cc1ccccc1	i	-0.4%	0.6	-17%	9%	1%	/	-28%	/
CCCS(=O)(=O)N1CCN(CC2CC3C=CC2C3)CC1 (centres undefined)	i	-0.2%	-2.2	-5%	-4%	15%	-14%	-52%	-4%
Cc1c2cnn(CC(=O)N3CCN(c4ccccc4)CC3)c(=O)c2c(C)n1Cc1ccc(F)cc1	/	0.0%	/	/	/	-17%	-10%	-12%	?
O=C(CCCn1cnc([N+](=O)[O-])n1)Nc1cccc(O)c1	i	0.4%	-0.1	8%	-4%	-21%	5%	-6%	?
O=C(CN1CCC(NC(=O)c2ccccc2F)CC1)Nc1ccc2c(c1)OCCO2	?	-0.3%	0.0	12%	/	-6%	5%	31%	1%
CCCC(=O)Nc1nc2c(s1)COc1ccccc1-2	/	15%	0.1	19%	34%	-3%	1%	-10%	4%
O=C(Nc1ccc(N2CCCC2)c(Cl)c1)c1ccco1	i	-0.2%	-0.7	19%	6%	11%	2%	-34%	?
Cc1ccc(C2C(C#N)=C3N=C(N)c4ccccc4N3C3=C2C(=O)CCC3)cc1 (centres undefined)	?	3.8%	-0.3	8%	-20%	-19%	-8%	-31%	-18%
CCn1c(=O)c(C)nn2c3ccccc3nc12	i	0.1%	-1.1	-2%	3%	3%	-2%	0%	/
CNC(=O)CN(c1ccc(C(C)C)cc1)S(C)(=O)=O	i	-0.2%	-2.0	6%	3%	-12%	9%	-14%	21%
CCCNC(=O)C1(C)CCCN(Cc2c(F)cccc2F)C1 (centres undefined)	i	-0.8%	-0.5	5%	-4%	-3%	/	-23%	/
CCC(=O)NC(C)c1cc(Cl)c2ccccc2c1O (centres undefined)	i	4.4%	1.1	2%	3%	18%	-2%	0%	12%

By substructure, those above containing bromine.
SMILES	ATXN viability	Nrf2 activator	IL-2 act	EPAC2 ag	ATXN2 expr inh	TGFb inhibitor	A549 tox	HepG2 tox	Nrf2 inh
Cc1ccc(NC(=O)CN2C(=O)NC(Cc3ccccc3)C2=O)c(Br)c1 (centres undefined)	i	2.6%	-1.1	7%	-11%	?	-1%	-80%	-1%
Cc1ccc2nc(NC(=O)CN(C)S(=O)(=O)c3ccc(Br)s3)sc2c1	i	3.6%	-1.5	16%	8%	?	-16%	4%	/
CC(C)c1cc(Br)ccc1OCCN1C(=O)NC(C)(C)C1=O	i	3.9%	-0.5	6%	-23%	-18%	6%	-22%	5%

Next part.
SMILES	ATXN viability	Nrf2 activator	IL-2 act	EPAC2 ag	ATXN2 expr inh	TGFb inhibitor	A549 tox	HepG2 tox	Nrf2 inh
Cc1ccc2nc(-c3ccccc3N)[nH]c2c1	i	2.7%	-0.5	7%	31%[activator]	25%	-2%	-5%	?
Cc1cc(NC(=O)COC(=O)c2c(C)noc2C)ccc1Br	i	-0.2%	0.4	-3%	4%	0%	1%	-2%	?
COc1ccc2nc(SCC(=O)NC(C)(C)C)[nH]c2c1	i	-0.2%	-1.3	5%	36%	7%	0%	0%	14%
CSc1ncccc1C(=O)OCC(=O)c1cc2ccccc2o1	i	0.5%	6.2	4%	1%	-24%	12%[1.84 µM]	-2%	15%
O=C(N/N=C/c1c[nH]c2ccccc12)c1ccc(Br)cc1	?	4.8%	-2.3	17%	40%[activator]	-22%	2%	-20%	?
COc1cccc(CN2CCN(Cc3ccc4c(c3)OCCO4)CC2CCO)c1 (centres undefined)	i	-0.5%	0.7	14%	/	-20%	10%	-27%	3%
COc1ccc(OCc2nn3c(Cn4cnc5ccccc54)nnc3s2)cc1	i	4.0%	-1.0	1%	-24%	?	2%[1.84 µM]	-27%	?
O=C(CCc1nnc(Cc2c[nH]c3ccccc23)o1)NC1CCCC1	i	-0.5%	1.0	9%	-11%	-5%	8%	-3%	1%
Cn1c(=O)cc(SCC(=O)NCCN2CCN(c3ccccc3F)CC2)c2cc(Cl)ccc21	i	-0.4%	-1.8	1%	-7%	-11%	6%	-17%	13%
C[C@H](NC(=O)c1nc[nH]c1C(=O)N[C@H](C)c1ccccc1)C(=O)OCc1ccccc1	i	-0.1%	0.7	8%	12%	?	-3%	-23%	-1%
CC(=O)Nc1ccc(N=Cc2c(O)c(C(=O)Nc3ccccc3)cc3ccccc23)cc1	i	7.1%	-3.8	-35%[inhibitor]	/	7.1µM*	-22%	-46%	?
Cc1c(CC(=O)NCCCC(=O)O)c(=O)oc2cc3c(cc12)CCC(C)(C)O3	i	-2.6%	0.3	0%	3.2µM*	0%	15%	-3%	18µM*
O=C(CCN1C(=O)COc2ccccc21)NCCCN1CCCC1	i	0.0%	-2.2	2%	7%	-6%	-2%	-5%	2%
O=C(CC(=O)Nc1cc(Cl)ccc1Cl)Nc1cc(Cl)ccc1Cl	i	0.1%	-0.9	-4%	4%	-14%	1%	-3%	6%
CCc1nc2c(OCc3ccccc3OC)cccn2c1N(C)C(=O)C(C)C	i	0.6%[9.22 µM]	0.1	10%	-6%	4%	/	-1%	/
O=C(Nc1ccc(-c2nnco2)cc1)c1ccccc1	i	2.1%	0.5	8%	12%	5%	-8%	-6%	-14%
Cc1ccc(CCNC(=O)c2cc3ccccn3n2)cc1	i	-0.1%	/	/	1%	-4%	15%	-14%	?
COc1ccc2c(CC(=O)OCc3nc4ccsc4c(=O)[nH]3)coc2c1	i	0.0%	-2.5	4%	3%	-5%	0%	-2%	-22%
OCCc1c[nH]c2cc(F)ccc12	i	-0.4%	2.8	5%	5%	11%	6%	-28%	-2%
O=C(NCCCn1ccnc1)c1cc2ccccc2oc1=O	i	1.7%	-1.1	-1%	15%	2%	5%	8%	?
CCOc1ccc(NC(=O)CCC(=O)NNC(=O)c2ccco2)cc1	i	-0.8%	0.1	2%	6%	-7%	-2%	-10%	6%
CCn1c(CNc2ccc(F)cc2)nnc1SCCN1CCCCC1	i	0.0%	-2.6	1%	-4%	2%	25%	-10%	30%
CN1C[C@@H]2[C@@H]3C(=O)N(C)C(=O)[C@@H]3[C@](C)(C1=O)N2C(=O)c1ccc(Br)cc1	i	0.0%	0.0	3%	4%	-26%	1%	1%	8%
O=C(CSc1nnc(-c2ccc(Cl)cc2Cl)n1C1CCCCC1)NC1CCS(=O)(=O)C1 (centres undefined)	i	-0.1%	-2.3	5%	1%	-20%	4%	-9%	-7%
CCc1nnc2n1N=C(c1ccc(Cl)cc1Cl)CS2	i	-0.7%	0.5	-3%	-3%	0%	-5%	-7%	-5%
CCOc1ccc(-n2c(O)c(/C=N/Nc3nc(C)cc(C)n3)c3ccccc3c2=O)cc1	i	0.1%	0.2	-4%	?	-37%	-6%	-27%	4%

Entries of single compounds, quoted from the list. Values in the order: ATXN viability	Nrf2 activator	IL-2 act	EPAC2 ag	ATXN2 expr inh	TGFb inhibitor	A549 tox	HepG2 tox	Nrf2 inh
Results for `Cc1ccc2nc(-c3ccccc3N)[nH]c2c1` : i	2.7%	-0.5	7%	31%[activator]	25%	-2%	-5%	?
Results for `CCc1nnc2n1N=C(c1ccc(Cl)cc1Cl)CS2` : i	-0.7%	0.5	-3%	-3%	0%	-5%	-7%	-5%
Results for `CC(=O)Nc1ccc(N=Cc2c(O)c(C(=O)Nc3ccccc3)cc3ccccc23)cc1` : i	7.1%	-3.8	-35%[inhibitor]	/	7.1µM*	-22%	-46%	?
Results for `CCC(=O)NC(C)c1cc(Cl)c2ccccc2c1O` (centres undefined) : i	4.4%	1.1	2%	3%	18%	-2%	0%	12%

Screening data: PubChem, National Center for Advancing Translational Sciences (NCATS)
